CAL PDZ FP-1: inhibitors of human CAL PDZ peptide binding; Q9HD26; purified CAL PDZ, TMR-peptide fluorescence polarization, 1 h; actives 0.02% (n = 330,000); AID 504414; inhibition, % at 20 µM;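 active = highest replicate inhibition of at least 40%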;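 note: plate controls were DMSO neutral control wells for no effect and unlabeled competitor peptide control wells for full effect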
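Assay system – tagged CAL PDZ protein CerCALP, purified · Timing – 1 h at RT · Compound – single point, 20 µM · Measured by – fluorescence polarization from S- and P-plane intensities, G-factor corrected · Evaluation – inhibition from polarization loss · Probe or stimulus – TMR reporter peptide T*-PRC34 · Buffer or medium – pH 7.4 phosphate-saline buffer, reducing agent, detergent, IgG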
SR-BI DiI inh: inhibitors of mouse SR-BI mediated HDL lipid uptake; Q61009; ldlA[mSR-BI] CHO cells, DiI-HDL uptake fluorescence, 3 h; inhibition, % at 12.5 µM; actives 0.96% (n = 320,000);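 active = mean replicate inhibition of at least 70% and a set share of replicates each scoring 70 or more; inconclusive = meets just one of the two criteria; inactive = fails both criteria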;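 note: 0% = median of neutral control wells and 100% = median of positive control wells; values of inactives mirror those of a sister screen read the other way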
PvdQ acylase: blocks Pseudomonas aeruginosa PvdQ acylase activity | purified PvdQ acylase, fluorescence plate reader | inhibition, % at 10 µM | AID 488965 | actives 0.063% (n = 340,000); in the data active = inhibition above about 30%, passing the limit was not always enough; inconclusive = no clear call, values can overlap the other calls;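 note: 0% = vehicle neutral wells and 100% = reference inhibitor wells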
Rtt109 Vps75: C. albicans Rtt109 histone acetyltransferase inhibition | actives 0.16% (n = 330,000) | inhibition, % at 34.9 µM | purified Rtt109/Vps75, ThioGlo CoA-SH fluorescence, 4 h;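 active = inhibition of at least 50% in every replicate; inconclusive = best replicate reaches 50% inhibition but some replicates fall short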
PfHsp90 yeast 2: inhibits growth of yeast expressing Plasmodium falciparum Hsp90; AID 504621; inhibition, % at 9.4 µM; actives 0.32% (n = 310,000); S. cerevisiae expressing PfHsp90, BacTiter-Glo ATP, 48 h; yeast lacking PDR1 and PDR3 efflux regulators;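 active = every replicate shows inhibition above about 80%, whatever the replicate mean, limit read from the data; inconclusive = mean inhibition reaches the set limit but some replicate falls short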;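 note: 0% = DMSO neutral controls and 100% = 20 µM radicicol positive controls; yeast relying on Plasmodium falciparum Hsp90 in place of its own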
dFosB activator: activators of mouse delta FosB homodimer; activation, % at 25 µM; purified delta FosB, TAMRA-CDK5 oligo fluorescence polarization; percent of positive-control signal above neutral wells; actives 0.99% (n = 340,000);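 active = mean activation above about 17%, with every replicate also reaching it, limit read from the data, passing the limit was not always enough; inconclusive = only one of the two conditions met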;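 note: fluorescence polarization rise as delta FosB binds a TAMRA Cdk5 AP-1 oligo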
CAL PDZ FP-2: inhibitors of human CAL PDZ peptide binding; AID 602252; inhibition, % at 24.9 µM; purified CAL PDZ, TMR-peptide fluorescence polarization, 1 h; actives 0.92% (n = 300,000); Q9HD26;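 active = mean inhibition of at least 30% with at least half of replicates also reaching 30%; inconclusive = no clear call, values can overlap the other calls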;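 note: 0% = DMSO neutral control and 100% = excess unlabeled competitor peptide PRC23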
SR-BI uptake up: SR-BI HDL lipid transfer activation | CHO ldlA[mSR-BI] cells, DiI-HDL uptake fluorescence, 3 h; 100 = double the neutral-control signal | activation, % at 12.5 µM | actives 0.096% (n = 320,000);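 active = mean replicate activation of at least 60% and every replicate at or above 60%; inconclusive = mean or all-replicate condition met, but not both; inactive = mean below 60% and not all replicates reaching 60%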;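 note: 0% = median plate neutral-control signal and 100% = twice that signal; values of inactives mirror those of a sister screen read the other way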
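Material: SR-BI-overexpressing, LDLR-lacking CHO cells | Dosing: Single compound concentration, delivered by pin transfer | Probe or stimulus: Labelled HDL, 10 µg/mL | Signal: Bottom-read cell fluorescence after medium removal, ex 550/em 595 nm | Schedule: 3 h, 37 °C | Evaluation: HDL uptake via cellular fluorescence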
MITF act: increases MITF-driven TRPM1 promoter luciferase signal; SK-MEL-5 TRPM1-promoter luciferase, 24 h; % of positive control, neutral wells = 0; activation, % at 12.5 µM; actives 0.75% (n = 300,000);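 active = mean activation of at least 80% with every replicate also reaching 80%; inconclusive = mean reaches 80% but some replicate falls short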;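 note: 0% = neutral control wells and 100% = parthenolide positive control wells; values of inactives mirror those of a sister screen read the other way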
NSD2 inh: blocks human histone methyltransferase NSD2; O96028; NSD2 peptide methylation, AlphaScreen, 120 min; inhibition, % at 12.5 µM; actives 0.54% (n = 310,000); AID 743445; in the data active = inhibition above about 50%
Target sequence (O96028 whole entry, looked up): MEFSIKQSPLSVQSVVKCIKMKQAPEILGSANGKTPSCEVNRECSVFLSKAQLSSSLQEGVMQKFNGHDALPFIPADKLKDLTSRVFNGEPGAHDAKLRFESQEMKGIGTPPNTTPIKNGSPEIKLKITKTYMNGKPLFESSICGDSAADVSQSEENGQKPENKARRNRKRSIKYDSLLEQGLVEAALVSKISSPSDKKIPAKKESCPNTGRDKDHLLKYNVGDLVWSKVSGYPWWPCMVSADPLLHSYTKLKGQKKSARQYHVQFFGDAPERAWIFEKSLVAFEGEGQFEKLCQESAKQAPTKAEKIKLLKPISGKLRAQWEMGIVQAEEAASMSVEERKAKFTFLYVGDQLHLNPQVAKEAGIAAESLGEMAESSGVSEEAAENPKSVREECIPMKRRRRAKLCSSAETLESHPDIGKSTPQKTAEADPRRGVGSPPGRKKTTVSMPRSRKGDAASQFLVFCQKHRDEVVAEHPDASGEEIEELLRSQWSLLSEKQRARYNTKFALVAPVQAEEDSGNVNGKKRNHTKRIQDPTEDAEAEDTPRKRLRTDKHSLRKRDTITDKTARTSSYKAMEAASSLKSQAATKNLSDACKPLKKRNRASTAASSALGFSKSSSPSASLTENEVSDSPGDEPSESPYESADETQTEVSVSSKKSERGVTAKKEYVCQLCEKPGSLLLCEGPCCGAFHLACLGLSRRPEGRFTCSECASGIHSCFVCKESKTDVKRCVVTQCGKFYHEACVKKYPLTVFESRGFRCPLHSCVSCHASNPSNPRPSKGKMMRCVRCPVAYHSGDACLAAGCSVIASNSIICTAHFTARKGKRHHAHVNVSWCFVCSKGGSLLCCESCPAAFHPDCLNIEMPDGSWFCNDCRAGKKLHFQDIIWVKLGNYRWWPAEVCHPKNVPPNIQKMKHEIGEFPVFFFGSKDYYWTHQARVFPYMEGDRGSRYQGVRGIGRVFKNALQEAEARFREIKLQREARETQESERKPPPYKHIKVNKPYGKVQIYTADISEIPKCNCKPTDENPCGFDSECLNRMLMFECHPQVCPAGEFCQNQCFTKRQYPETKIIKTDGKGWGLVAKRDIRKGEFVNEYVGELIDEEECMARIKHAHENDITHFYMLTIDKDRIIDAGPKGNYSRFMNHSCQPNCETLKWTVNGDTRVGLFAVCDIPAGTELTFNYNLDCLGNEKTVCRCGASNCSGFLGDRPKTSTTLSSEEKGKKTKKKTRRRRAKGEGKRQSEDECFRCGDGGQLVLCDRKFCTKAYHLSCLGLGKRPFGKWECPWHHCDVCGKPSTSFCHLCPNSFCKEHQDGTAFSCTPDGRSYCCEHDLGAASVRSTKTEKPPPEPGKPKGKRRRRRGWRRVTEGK
* hit, by the source's call; ? = inconclusive; . = not tested or not shown.

Every second line gives: CAL PDZ FP-1	SR-BI DiI inh	PvdQ acylase	Rtt109 Vps75	PfHsp90 yeast 2	dFosB activator	CAL PDZ FP-2	SR-BI uptake up	MITF act	NSD2 inh
> CCN(c1cccc(C)c1)S(=O)(=O)c1ccc(-c2ccc(=O)[nH]n2)o1
  -2.6	-8	8	-15	1	-16	-5	8	-2	5
> Cc1ccc(C(=O)O)cc1-n1c(C)cc(C=O)c1C
  -0.3	-36	-3	-3	-10	-1	-2	36	-16	18
> CCOC(=O)c1c(NC(=O)/C=C/c2ccco2)sc(C)c1C
  -2.7	48	-7	-3	.	-14	-1	-48	.	-2
> CCCCN1CCC(CN2C(=S)NC[C@@H]2CC(C)C)CC1
  0.4	7	4	1	1	10	-3	-7	-1	.
> CCc1cc2c(=O)[nH]c(N3CCCC3)nc2s1
  0.6	12	-3	-5	17	1	1	-12	41	2
> COC(=O)c1sccc1NC(=O)c1ccccc1F
  .	-16	-13	3	-5	-14	-5	16	-2	-4
> NC(=O)c1ccsc1NC(=O)CS(=O)(=O)c1ccccc1
  -1.5	7	-6	.	-22	1	1	-7	22	-2
> COc1cccc(-c2cc(C(F)(F)F)n3nc(C(=O)N4CCCCC4c4cccnc4)cc3n2)c1 (configuration not stated)
  -1.6	77*	-10	1	-7	-31	-7	-77	-2	-8
> CS(=O)(=O)N1N=C(c2ccc(Br)cc2)CC1c1ccc2c(c1)OCO2 (configuration not stated)
  -0.4	9	-11	-20	4	4	-2	-9	?	-8
> CCCN1CCN(C(=S)NCc2ccc(Cl)cc2)CC1
  16	-11	-17	11	18	-6	-2	11	11	7
> COc1ccc(NC2=CC(c3ccc(OC)c(OC)c3)N(c3ccc(OC)cc3)C2=O)cc1 (configuration not stated)
  -2.2	6	0	7	-14	-9	-3	-6	-2	0
> O=C(CN(C(=O)CCC(=O)Nc1nccs1)c1cccc(F)c1)NCCc1ccccc1
  -3.1	.	-17	-11	-10	10	-4	.	.	1
> COCCN(CCOC)Cc1c(O)ccc2c1O/C(=C\c1ccc(C)o1)C2=O
  -1.1	0	-14	3	-16	-13	0	0	0	0
> O=C(Nc1ccn(CCCNCCN2CCOCC2)c(=O)n1)OCc1ccccc1
  0.5	-18	11	-7	-8	-5	-5	18	6	.
> O=C(CNS(=O)(=O)c1ccc(Br)s1)N1CCN(C(=O)c2ccco2)CC1
  -0.6	-8	1	7	13	-5	6	8	10	.
> Cc1c(Cl)cccc1NC(=S)NCCC(C)C
  -2.3	25	-4	3	8	-6	1	-25	5	0
> Cc1ccc(CN2CC(=O)N3[C@H]4c5cc(Cl)ccc5OC[C@@H]4[C@H](c4ccccc4)[C@]3(C)C2=O)cc1
  -0.6	23	4	7	.	5	-2	-23	1	.
> N#CCCN(C(=O)COC(=O)CNC(=O)c1ccc(-c2ccccc2)cc1)c1ccc(F)cc1
  -4.0	25	5	8	25	-11	-6	-25	-6	-1
> O=C1C2C3C=CC(C3)C2C(=O)N1c1cccc(N2C(=O)C3C4C=CC(C4)C3C2=O)n1 (configuration not stated)
  -3.2	-2	2	2	-16	-2	-3	2	-9	-1
> NNC(=O)c1nc(Cl)c(Cl)c(N)c1Cl
  -1.1	1	1	2	16	2	-3	-1	-16	2
> COc1ccccc1N1CCN(CC(=O)N2CCCC2)CC1
  0.7	-8	6	-8	-2	-8	0	8	-8	-5
> COc1ccc(CCNC(=O)c2cc(S(=O)(=O)N(C)C)ccc2N2CCCC2)cc1OC
  -0.4	-49	-5	-4	-31	0	.	.	11	-2
> CN(CC(=O)Nc1ccccc1Cl)C(=O)COC(=O)C1CCN(c2ccc(C(F)(F)F)cn2)CC1
  -1.6	-15	-5	12	.	-11	-6	15	-12	-2
> O=C1CC2CS(=O)(=O)CC2N1C1CCCCC1 (configuration not stated)
  0.6	2	-12	-1	.	-4	.	-2	.	.
> Cc1ccc(S(=O)(=O)N2CCCCC2)cc1C(=O)N(C)CC(=O)Nc1cccc(F)c1
  -2.4	45	2	10	2	-5	4	-45	6	-1
> COc1ccc(S(=O)(=O)NCCCn2ccnc2)cc1Cl
  7.0	-20	-14	-6	-6	3	2	20	10	5
> Nc1cc(N)nc(SCc2ccc(Cl)cc2)n1
  -1.7	-1	-6	-15	3	-3	-4	1	45	-3
> OCCN1CCN(c2ncnc3c2sc2nc(N4CCOCC4)c4c(c23)CCC4)CC1
  -3.1	39	-4	0	22	20*	0	-39	2	8
> O=C(CN1C(=O)NC2(CCCCC2)C1=O)NCCCSc1ccccc1
  -0.6	10	5	3	30	-7	-1	-10	-11	1
> CC1(c2ccc(Cl)cc2)NC(=S)N2C1NC(=S)N2c1ccccc1 (configuration not stated)
  -3.0	.	4	9	-13	-8	-2	.	-10	.
> Cc1ccccc1-c1nnn(CC(=O)Nc2ccc3c(c2)OCCO3)n1
  0.5	-9	-5	4	-1	-4	3	9	7	5
> O=C(Nc1ccc(S(=O)(=O)Nc2nccs2)cc1)c1ccc(F)cc1
  -2.8	.	-7	-7	36	2	-5	.	12	.
> COC(=O)CCC(=O)OC1(C)C(=O)C2=CN(CCc3ccccn3)C(c3ccc(OC)cc3)=CC2=C(Br)C1=O (configuration not stated)
  1.5	7	-1	6	10	-6	-3	-7	4	.
> Cc1ccc2c(c1)C1CN(C)CCC1N2C(=O)c1ccccc1NS(=O)(=O)c1ccc(F)cc1C (configuration not stated)
  -0.6	1	-3	-4	-33	-3	-2	-1	-7	1
> C[C@@H]1CN([C@H](C)CO)C(=O)c2cc(NC(=O)Nc3ccc(C(F)(F)F)cc3)ccc2O[C@H]1CN(C)S(=O)(=O)c1cccs1
  -0.4	30	14	15	-2	-2	-3	-30	-2	.
> CC(C)C(=O)Nc1cc2c3c(c1)CCN3C(=O)CC2
  -1.9	4	-16	-10	-2	0	-1	-4	-7	-2
> O=C(c1ccc(F)cc1Cl)N1CCN(S(=O)(=O)c2cccs2)CC1
  -0.1	-6	-6	-6	0	-4	.	6	-5	-3
> CCNc1nc(CN2CCOCC2)nc2sc3c(c12)CCC3
  -1.0	1	-14	-5	5	-2	1	-1	3	1
> CC(C)C(=O)Nc1cccc(NC(=O)c2ccc(Cl)cc2Cl)c1
  -1.1	17	1	-3	12	-9	-10	-17	-3	0
> CC(=O)N(c1nnc(-c2cccc(C)c2)s1)C1CCCC1
  -1.4	-5	7	17	-12	-6	-2	5	.	-13
> O=CC1=C(N2CCOCC2)/C(=C\c2ccccc2)CC1
  0.5	-17	3	6	15	-1	.	17	11	5
> Cc1cc(NC(=O)CN2C(=O)N(C)C3(CCCCC3)C2=O)ccc1Br
  -3.2	-25	-4	24	-5	-8	-7	.	11	-2
> O=C(Nc1ccc2ccccc2c1)c1ccccc1F
  -0.1	-4	4	-5	-11	-1	.	4	11	-6
> CCCCC(Sc1nc(N)c(NC(=O)c2ccco2)c(=O)[nH]1)C(=O)O (configuration not stated)
  -1.8	-28	-16	-8	4	-1	2	28	10	2
> O=S(=O)(NCC(c1cccnc1)N1CCOCC1)c1cccs1 (configuration not stated)
  -0.8	-32	-8	2	11	-8	-4	32	10	-2
> Cc1nc(N2CCCCC2)nc(N2CCCCC2)c1C=O
  0.6	20	1	9	-6	-2	2	-20	0	-2
> CCNC(=O)C(=O)NCC(c1cccs1)S(=O)(=O)c1ccc(C)cc1 (configuration not stated)
  -1.3	-25	-9	8	-13	-2	-6	25	-2	-2
> COc1ccc(CN(Cc2ccc(C(=O)O)cc2)C(=S)Nc2ccc(C)cc2)cc1OC
  -0.3	-14	-10	-6	17	-6	.	14	9	-2
> Cc1ccc(NC(=O)CSc2nnc(-c3ccccc3Br)o2)cc1C
  -1.4	-24	-2	0	-10	-4	.	24	.	21
> CCSc1ccccc1C(=O)NC1CCCCC1
  -0.8	18	-3	1	2	5	3	-18	11	1

Following part.
Every second line gives: CAL PDZ FP-1	SR-BI DiI inh	PvdQ acylase	Rtt109 Vps75	PfHsp90 yeast 2	dFosB activator	CAL PDZ FP-2	SR-BI uptake up	MITF act	NSD2 inh
> O=C(O)c1ccc(N/N=C/c2cc3c(cc2[N+](=O)[O-])OCO3)cc1
  0.0	10	-5	15	.	-3	0	-10	-24	.
> COc1cc(C2N(c3ccc(Cl)c(Cl)c3)C(=O)C3CCCN32)cc(OC)c1OC (configuration not stated)
  -4.9	-4	2	1	-19	-9	-2	4	-6	3
> CC(C)c1ccccc1OCC(=O)Nc1ccc2[nH]ncc2c1
  -1.5	55	0	2	-1	-5	.	-55	5	3
> Cc1ccc(S(=O)(=O)N(C)Cc2nc(-c3ccc(Br)cc3)no2)cc1
  0.1	-18	-3	-4	-18	0	-3	18	-2	.
> CCC1(CC)CNC(=O)NC1=O
  0.0	.	-10	4	4	3	0	.	-7	-3
> COc1cc(NC(=O)CCc2nnc3ccc(NCc4ccco4)nn23)cc(OC)c1
  -3.0	14	6	29	-8	0	-3	.	-8	4
> CS(=O)(=O)c1ccc(Cl)c(S(=O)(=O)NCc2ccccc2)c1
  -2.4	-5	-8	-8	17	-6	-1	5	-5	-2
> O=C(Nc1ccccc1)O[C@@H]1C[C@H]2CCCC(=O)N3CC[C@@H](C1)[C@@H]23
  -1.2	-5	5	15	-16	-4	-5	5	-6	.

Source: PubChem
